ADAM17 inh: ADAM17 inhibitors, primary screen, biochemical, QFRET | recombinant ADAM17, EDANS/DABCYL FRET peptide cleavage | Disintegrin and metalloproteinase domain-containing protein 17 (Homo sapiens), P78536 | AID 720648, 2013 | 370,000 tested, 0.83% active | inhibition, % at 6.95 µM;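 active = inhibition above the mean of compounds lying between control limits plus 3 SD, set per campaign, cut at about 8.5% in these data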;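 also: 0% = DMSO-only wells as the low control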
GAA850 FXN act: FXN promoter activators, primary screen, cell-based, luciferase luminescence, HEK293 lucGAA850. 360,000 tested, 0.56% active. activation, % at 6 µM. HEK293 lucGAA850 FXN promoter luciferase reporter, 24 h; percent of 10 µM SAHA response;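 active = activation above the average of all compounds screened plus 3 SD, cutoff fixed separately per campaign, cut at about 7.5% in these data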;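 also: 0% = DMSO wells and 100% = 10 µM SAHA wells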
ADAM10 inh: human ADAM10 inhibitors, primary screen, biochemical, QFRET, HTS. inhibition, % at 7 µM. AID 720582, 2013. recombinant ADAM10, EDANS/DABCYL FRET peptide cleavage, 3 h. Disintegrin and metalloproteinase domain-containing protein 10 (Homo sapiens), O14672. 370,000 tested, 0.62% active;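 active = inhibition above a per-campaign cutoff equal to the mean of compounds falling between control-based bounds plus 3 SD, cut at about 20% in these data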;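 also: 0% = DMSO wells while the 100% control is not disclosed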
ssDAF12 agonist: S. stercoralis DAF-12 nuclear receptor activators, primary screen, cell-based, luminescence, HEK293, GRIP1 co-expression, lit1-tk-luc | HEK293 ssDAF-12/GRIP1 lit1-tk-luc reporter; % of 3 µM dafachronic acid response | 370,000 tested, 1% active | activation, % at 6.8 µM | Nuclear hormone receptor DAF-12 (Strongyloides stercoralis) | AID 652126, 2013;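 active = activation above the mean over all tested compounds plus 3 SD, cut at about 0.9% in these data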;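 also: 0% = DMSO-only wells and 100% = 3 µM delta7-dafachronic acid wells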
DAX1 inh-1: DAX1 (NR0B1) inhibitors, primary screen, cell-based, HEK293, Gal4-DAX1, luciferase luminescence; Nuclear receptor subfamily 0 group B member 1 (Homo sapiens), P51843; HEK293 Gal4-DAX1 luciferase reporter; inhibition, % at 6.75 µM; 340,000 tested, 0.99% active; AID 504766, 2011;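 active = inhibition above the mean over all tested compounds plus 3 SD, cut at about 4.2% in these data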;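 also: 0% = DAX1-transfected cells with DMSO and 100% = empty-vector control cells with DMSO; inhibition shows as a rise in luminescence from relieved DAX1 repression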
Target sequence (P51843 207-470 limits assumed): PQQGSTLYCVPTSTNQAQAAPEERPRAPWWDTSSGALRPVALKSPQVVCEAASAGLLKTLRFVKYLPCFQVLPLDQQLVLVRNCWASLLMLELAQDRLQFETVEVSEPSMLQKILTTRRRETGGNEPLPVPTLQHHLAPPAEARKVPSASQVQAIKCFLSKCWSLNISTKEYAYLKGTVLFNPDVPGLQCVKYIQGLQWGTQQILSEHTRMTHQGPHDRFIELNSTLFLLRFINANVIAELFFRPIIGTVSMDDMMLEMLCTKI
hgDAF12 agonist: H. glycines DAF-12 receptor agonists, primary screen, cell-based, luminescence, HEK293, GAL4 fusion, UAS-luciferase | Nuclear hormone receptor DAF-12 (Heterodera glycines), GAL4 fusion | HEK293 GAL4-hgDAF12 UAS-luciferase reporter, agonist luminescence; normalized to butyrate control | activation, % at 6.8 µM | 370,000 tested, 1.8% active | AID 687014, 2013;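 active = activation above a cutoff set at the mean of all screened compounds plus 3 SD, cut at about 10% in these data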;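 also: 0% = DMSO wells and 100% = sodium butyrate wells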
sPLA2-III inh: human group III sPLA2 inhibitors, primary screen, biochemical, QFRET, BODIPY PC-A2 liposome substrate | Group 3 secretory phospholipase A2 (Homo sapiens), Q9NZ20 | QFRET BODIPY PC-A2 liposome hydrolysis, fluorescence | inhibition, % at 12.2 µM | 370,000 tested, 0.56% active | AID 743126, 2013;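 active = inhibition above mean plus 3 SD of compounds lying within the high and low control bounds, cut at about 19% in these data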;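 also: 0% = median of test compound wells and 100% = no enzyme DMSO wells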
Target sequence (Q9NZ20 whole entry, looked up): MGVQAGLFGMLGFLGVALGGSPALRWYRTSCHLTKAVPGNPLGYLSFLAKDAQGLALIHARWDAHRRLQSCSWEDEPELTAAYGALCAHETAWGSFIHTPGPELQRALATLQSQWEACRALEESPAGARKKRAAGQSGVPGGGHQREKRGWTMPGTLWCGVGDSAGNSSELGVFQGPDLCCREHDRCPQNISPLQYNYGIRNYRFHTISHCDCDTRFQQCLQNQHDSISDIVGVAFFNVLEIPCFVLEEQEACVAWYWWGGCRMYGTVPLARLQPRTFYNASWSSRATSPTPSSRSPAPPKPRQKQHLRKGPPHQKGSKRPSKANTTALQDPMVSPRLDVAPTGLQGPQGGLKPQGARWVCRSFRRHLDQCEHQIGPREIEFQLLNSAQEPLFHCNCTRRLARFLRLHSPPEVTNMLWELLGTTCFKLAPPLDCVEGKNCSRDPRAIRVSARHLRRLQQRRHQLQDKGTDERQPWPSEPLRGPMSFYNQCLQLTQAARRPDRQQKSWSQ
DAX1 inh-2: DAX1 (NR0B1) inhibitors on StAR promoter, primary screen, cell-based, luminescence, SF-1 (NR5A1), full-length DAX-1. HEK293T StAR-luciferase reporter, SF-1/DAX-1 repression relief. inhibition, % at 6.8 µM. 370,000 tested, 1.1% active. AID 652010, 2013;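 active = inhibition above the mean over all tested compounds plus 3 SD, cut at about 3.6% in these data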;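 also: 0% = DAX-1 cells with DMSO and 100% = cells lacking DAX-1 with DMSO; higher inhibition means more luminescence from relief of DAX-1 repression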
hcDAF12 agonist: H. contortus DAF-12 nuclear receptor activators, primary screen, cell-based, luminescence, HEK293, lit1-tk-luc reporter | HEK293 hcDAF-12 lit1-tk-luc reporter; 0% DMSO, 100% Δ7-dafachronic acid | activation, % at 6.8 µM | 370,000 tested, 1.4% active | AID 652067, 2013;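 active = activation above the mean of all tested compounds plus 3 SD, cut at about 5.5% in these data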;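 also: 100% = response to 3 µM Δ7-dafachronic acid high control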
PLC-beta3 inh: human PLC-beta3 inhibitors, primary screen, biochemical, fluorescence; AID 720704, 2013; inhibition, % at 12.2 µM; 370,000 tested, 0.18% active; Purified PLC-beta3, fluorogenic substrate; 1-phosphatidylinositol 4,5-bisphosphate phosphodiesterase beta-3 (Homo sapiens), Q01970; in the data active = inhibition above about 11%;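 also: 0% = median of compound wells on plate and 100% = full blocker control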
PLCg1 inh: PLC-gamma1 enzyme inhibitors, primary screen, biochemical, fluorescence, purified enzyme; inhibition, % at 12.2 µM; 1-phosphatidylinositol 4,5-bisphosphate phosphodiesterase gamma-1 (Homo sapiens), P19174; AID 720700, 2013; 370,000 tested, 0.84% active; fluorogenic substrate; in the data active = inhibition above about 9.5%
Active calls of the source: *; nt = not tested or not shown. These rows are one share of the data; rates above refer to the full screens.

SMILES,ADAM17 inh,GAA850 FXN act,ADAM10 inh,ssDAF12 agonist,DAX1 inh-1,hgDAF12 agonist,sPLA2-III inh,DAX1 inh-2,hcDAF12 agonist,PLC-beta3 inh,PLCg1 inh
COP(=O)(OC)C(Nc1ccccc1)c1ccccc1 (centres undefined),-1,1.0,1,-1.0,0.2,-2.4,3,0.6,0.5,-4,1
Cc1c(N=Nc2c(O)[nH]c(=O)[nH]c2=O)c(=O)n(-c2ccccc2)n1C,-1,0.2,5,-0.8,0.6,0.5,11,0.5,-0.2,5,-1
COC(=O)C(O)(c1ccc(NC(=O)Oc2ccccc2)cc1)C(F)(F)F (centres undefined),-2,-0.5,-8,-1.8,5.5*,1.1,13,0.8,-1.4,1,3
NCC(O)c1ccc(O)cc1 (centres undefined),-4,2.4,-2,-0.8,0.1,0.7,-1,0.2,-2.3,0,-2
Cn1c(O)c(C(c2ccncc2)c2c(O)n(C)c(=S)n(C)c2=O)c(=O)n(C)c1=S,1,-0.2,-1,-0.8,-0.3,5.7,3,0.1,1.2,-4,2
O=C(CCc1nnc2ccc(NCc3ccccc3)nn12)N1CCC2(CC1)OCCO2,-7,-0.7,-21,-0.6,0.6,2.0,6,-0.3,-1.1,-11,-3
COC(=O)C1=C(c2ccc(OC(F)(F)F)cc2)C[C@@H]2CC[C@H]1N2C(=O)NCc1ccc(F)cc1,3,-4.5,15,-1.6,-0.9,-3.5,0,-1.2,-2.3,1,2
CCOC(=O)CSc1ccc(C(=O)N2CCC3(CC2)OCCO3)cc1[N+](=O)[O-],-2,1.4,5,-1.3,1.5,1.4,3,0.1,-0.5,3,3
O=C(O)CSC(=S)N1CC2CC(C1)c1cccc(=O)n1C2 (centres undefined),0,0.7,0,-1.1,0.0,-2.2,1,0.4,-0.8,1,1
c1ccc2c(c1)CSc1ccccc1C2C1=NCCN1 (centres undefined),-1,1.0,-6,-0.9,1.0,-1.5,13,-0.1,-0.9,0,2
S=P(c1ccccc1)(c1ccccc1)c1c[n+](Cc2ccccc2)c2ccccn12,-2,nt,2,-1.8,nt,-5.3,-9,nt,-0.5,-1,-1
COc1ccc(C(=O)OC2C[C@H]3CC[C@@H](C2)N3O)cc1OC (some centres undefined),-7,3.0,2,-0.7,-0.7,3.1,-3,-0.8,-3.3,-6,-4
N[C@@H](Cc1ccc(N(CCCl)CCCl)cc1)C(=O)O,-4,-4.5,-12,-1.2,-1.0,-2.5,1,-2.1,-0.5,-22,-16
CN(C)CCCN=Cc1c(O)n(CCc2ccccc2)c(=O)[nH]c1=O,-3,0.6,-9,-0.9,-0.5,0.3,-2,0.1,-1.9,-1,-2
COc1cc2occc2c2oc(=O)ccc12,-2,1.5,-2,-1.1,0.9,-0.1,5,0.0,1.2,-15,-9
O=C(c1cc(-c2ccc(Cl)cc2)n(-c2ccc(Cl)cc2Cl)n1)N1CCOCC1,-2,0.3,-14,-1.6,1.8,0.3,5,-0.2,-0.6,1,1
COc1cccc(C2CCN(CC(=O)Nc3cc(Cl)ccc3OC)CC2O)c1 (centres undefined),-1,-0.9,1,-1.2,-1.1,-3.9,-2,-0.3,0.7,-4,2
CC1(C)CN2C(c3ccc(Cl)cc3)N2C1 (centres undefined),-6,0.6,-12,-1.4,-0.4,-1.1,11,-0.3,-0.2,1,2
COc1cc2nc(CN3CC=C(c4ccccc4)CC3)[nH]c(=O)c2cc1OC,-11,22*,-26,-0.5,6.0*,8.0,4,-0.9,0.7,-59,-41
COc1cc(-c2ccc(N)c(OC)c2)ccc1N,-8,2.6,-18,-1.5,0.2,1.4,15,-0.4,-1.5,-7,-8
COc1ccc(-n2c(/C=C3/C(=O)Nc4ccccc43)nc3ccccc3c2=O)cc1,-2,4.3,0,-1.1,1.0,-1.0,4,-0.5,0.7,3,0
C[C@@H]1CC2(CCCC[N+]2(C)C)C[C@H]1C,-2,1.7,-8,-1.1,0.9,1.5,2,-0.3,-0.3,0,1
CNC(=O)c1cccn(Cc2cccc(C(F)(F)F)c2)c1=O,-33,-2.0,-106,-1.5,-0.3,-3.7,4,-1.0,-2.3,-7,-7
Cc1cc(C)n2c(Br)c(CN3CC4CC(C3)c3cccc(=O)n3C4)nc2n1 (centres undefined),-9,-1.8,-33,-0.5,0.3,-1.4,11,-0.3,-0.3,-22,-13
CCC(=NCCC(c1ccccc1)c1ccccc1)c1c(O)n(C)c(=O)n(C)c1=O,4,2.3,6,-1.7,2.2,-1.7,-2,0.6,-2.2,0,1
O=C(c1ccco1)c1cn(Cc2ccccc2Cl)c2ccccc12,6,5.8,3,-1.8,1.6,-0.4,-11,0.3,-1.7,-42,-24
CC(=Nc1c(C)n(C)n(-c2ccccc2)c1=O)c1c(O)n(Cc2ccccc2)c(=O)[nH]c1=O,-3,4.4,7,-1.2,0.1,0.8,2,1.1,-0.8,1,1
CCn1c(=O)n(CC)c2cc([N+](=O)[O-])c(N3CCNCC3)cc21,-5,5.6,-13,-2.2,1.1,-2.8,2,-1.4,-1.9,2,-3
COCc1cc(OC(=O)N(C)C)nc(-c2ccccc2)n1,-4,0.5,-9,-1.8,nt,-2.1,5,-0.2,-1.8,-4,1
C=CCn1c(O)c(/C(C)=N/N2CCCCC2)c(=O)[nH]c1=O,-2,2.2,-7,-0.7,0.1,-1.2,2,0.4,-0.4,-5,-1

Next section
SMILES,ADAM17 inh,GAA850 FXN act,ADAM10 inh,ssDAF12 agonist,DAX1 inh-1,hgDAF12 agonist,sPLA2-III inh,DAX1 inh-2,hcDAF12 agonist,PLC-beta3 inh,PLCg1 inh
CN1C2CCC1CC(OC(=O)c1ccc(Cl)cc1)C2 (centres undefined),1,1.3,2,-1.4,2.0,1.9,-2,-0.2,1.4,5,3
COCCCN1CCN(c2nnc3n2-c2sc(Br)cc2C(c2ccccc2Cl)=NC3)CC1,0,0.6,5,-0.8,-0.6,-0.3,4,0.3,-0.8,3,4
COc1ccc(-c2nc3ccccc3c(=O)n2-c2cccnc2)cc1,-2,-0.3,3,-0.9,0.1,-0.1,-4,-0.6,-0.7,-5,0
CCn1cc(CN2CCCC(C(=O)c3cccc(OC)c3)C2)c(C)n1 (centres undefined),-1,1.2,2,-1.4,-0.4,-2.3,0,-0.7,-0.7,0,2
C[C@]12CCC(=O)C=C1CC[C@@H]1[C@@H]2C(=O)C[C@]2(C)C(=O)CC[C@@H]12,-5,-0.6,-11,-1.2,-1.0,-0.1,2,0.7,-0.1,1,-1
O=c1c2ccccc2nc(CBr)n1-c1ccc(Cl)cc1,1,-2.8,7,-1.6,-0.2,-0.3,-3,-0.5,0.3,2,5
CCCNS(=O)(=O)c1ccc(OCC(=O)N2CCN(Cc3ccccc3)CC2)cc1,0,-3.3,3,-1.0,-1.4,-0.5,-2,-1.4,0.0,4,5
CCOC(C[n+]1c(-c2ccccc2)cc(C)cc1-c1ccccc1)OCC,-11,1.4,-45,-1.4,0.2,-2.7,0,-0.8,-1.9,-14,-12
O=C(O)CP(=O)(O)c1ccc(Cl)cc1,0,-0.3,-5,-1.9,1.8,-0.6,-3,0.3,-0.2,4,-1
C=CCOC(=O)C1=C(C)OC(N)=C(C#N)C12C(=O)N(CN1CCOCC1)c1ccccc12 (centres undefined),-1,-0.8,9,0.2,-0.3,0.7,6,0.1,0.9,3,4
CCN(CC)Cc1c[nH]c2ccccc12,-7,2.0,-2,0.4,0.0,-0.3,-34,-0.1,2.4,-2,1
COc1cc2c(ccc3c4cc(OC)c(OC)cc4c[n+](C)c23)cc1O,-1,-0.3,-4,-0.9,0.9,-6.1,10,-3.5,-1.2,-12,-8
Cc1ccc(S(=O)(=O)NCCC(=O)Nc2ccc(Cl)cc2C(=O)c2ccccc2)cc1,4,-0.5,7,-1.1,-0.8,0.4,-41,-0.7,-1.2,3,3
COc1cc(OC)c(OC)cc1CNCCc1ccc(OC)c(OC)c1,3,-1.1,7,-1.1,-0.8,-3.2,6,-0.9,0.3,7,6
Cc1ccc(N2Cc3ccccc3C2=N)cc1[N+](=O)[O-],-4,1.1,0,-1.0,0.0,-0.8,1,-0.5,-1.1,2,4
Cc1ccc2cc(C=C(C#N)C#N)c(Cl)nc2c1,-69,4.4,-200,1.4*,-0.6,1.0,-16,-0.1,1.4,-353,-323
O=C1NC(=O)C(=Cc2ccccc2[N+](=O)[O-])C(=O)N1,-19,-1.3,-65,-1.0,2.5,2.4,5,0.2,0.7,-43,-33

High-throughput results deposited in PubChem BioAssay by The Scripps Research Institute Molecular Screening Center.
